# Screening results deposited in PubChem BioAssay by several laboratories.
# phage Ecoli inh = E. coli growth loss with phage present; 0.26% of 360,000 active; growth absorbance; inhibition, % at 11.9 µM; AID 651602; in the data active = inhibition above about 11%
# Tat export inh = E. coli Tat transport inhibition; E. coli MC4100 TorA-mCherry Tat export, fluorescence; inhibition, % at 10 µM; 0.036% of 340,000 active;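 active = mean replicate inhibition at least 50% and at least half of replicates individually reaching 50%; inconclusive = only one of the two criteria met; inactive = neither criterion met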;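 also: exported cargo escapes ClpAP degradation while cytoplasmic cargo is degraded and loses fluorescence; 0% = median of neutral control wells and 100% = median of NaSCN control wells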
# PKA-R1A act = activates the PKA-R1A holoenzyme complex; AID 504707; activation, % at 11.4 µM; PKA-R1A dissociation, Cy5-IP20 fluorescence polarization; scaled: DMSO 0%, 113 µM cGMP 100%; P00514+P68181; 0.083% of 340,000 active;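 active = percent activation above the mean of all tested compounds plus 3 SD, cut at about 19% in these data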;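 also: higher means more PKAc released from R1A so a rise in polarization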
# E coli growth = counter-screen for AddAB inhibitors: E. coli growth inhibition. AID 449728. inhibition, % at 11.9 µM. E. coli V3065 growth, OD600 absorbance, 18 h. 0.27% of 330,000 active;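 active = inhibition above the campaign's mean inhibition across all tested compounds plus 3 SD, cut at about 9.9% in these data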;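 also: uninfected addAB+ strain grown without phage in ampicillin broth; 0% = DMSO wells and 100% = ciprofloxacin 0.95 µg/ml wells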
# DAGLB inhibitor = blocks human DAGLB lipase activity; Q8NCG7; HEK293T DAGLB membrane lysate, EnzChek fluorogenic substrate; 0.059% of 340,000 active; inhibition, % at 5.17 µM; in the data active = inhibition above about 34%;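 also: 0% = enzyme with vehicle and 100% = wells lacking enzyme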
# Target sequence (Q8NCG7 whole entry, looked up): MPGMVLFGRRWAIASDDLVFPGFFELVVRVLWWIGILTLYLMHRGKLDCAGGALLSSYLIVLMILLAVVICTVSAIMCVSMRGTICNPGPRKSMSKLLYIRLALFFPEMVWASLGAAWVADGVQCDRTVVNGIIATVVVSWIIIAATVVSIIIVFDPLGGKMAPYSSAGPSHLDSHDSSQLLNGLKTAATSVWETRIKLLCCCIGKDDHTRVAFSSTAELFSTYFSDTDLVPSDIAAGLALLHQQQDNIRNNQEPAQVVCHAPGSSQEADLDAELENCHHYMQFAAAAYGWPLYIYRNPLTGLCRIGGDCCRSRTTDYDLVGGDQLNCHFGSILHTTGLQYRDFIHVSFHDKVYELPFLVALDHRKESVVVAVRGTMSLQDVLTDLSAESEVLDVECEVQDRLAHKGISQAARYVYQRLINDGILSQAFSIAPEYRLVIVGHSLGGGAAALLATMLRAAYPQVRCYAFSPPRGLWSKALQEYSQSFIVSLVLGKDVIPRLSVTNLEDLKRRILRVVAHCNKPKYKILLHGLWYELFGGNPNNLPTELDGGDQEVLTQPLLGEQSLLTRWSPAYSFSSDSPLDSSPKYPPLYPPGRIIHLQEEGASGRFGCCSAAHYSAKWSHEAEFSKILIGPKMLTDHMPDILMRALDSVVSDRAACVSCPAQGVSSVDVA
# Mot1-301 SUMO = SUMOylation pathway inhibition by Mot1-301 growth rescue | S. cerevisiae Mot1-301 growth rescue, ATP luminescence, 38.5C; percent above DMSO median, 100 means doubled | growth rescue, % at 18.8 µM | 1% of 320,000 active | AID 2716;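 active = every valid replicate shows activation above 250% relative to neutral control wells; inactive = the rest, any valid replicate at or below 250%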;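 also: OY570 slx delta 5 strain wells were the positive control but not used for scaling; some compounds called inactive have numbers as strong as hits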
# PKA-R2B act = activators of human PKA-R2B complex. P22694+P31323. PKA-R2B holoenzyme dissociation, Cy5-IP20 fluorescence polarization; R2B truncated from residue 108, S112A mutant; 0% DMSO only, 100% 113 µM cGMP. activation, % at 11.4 µM. 0.079% of 340,000 active;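 active = activation above a cutoff set at the mean over all compounds plus 3 SD, cut at about 18% in these data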;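 also: higher means more holoenzyme dissociation and a rise in polarization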
# Target sequence (P31323 whole entry, looked up, other chains not shown, the tested form may be a part): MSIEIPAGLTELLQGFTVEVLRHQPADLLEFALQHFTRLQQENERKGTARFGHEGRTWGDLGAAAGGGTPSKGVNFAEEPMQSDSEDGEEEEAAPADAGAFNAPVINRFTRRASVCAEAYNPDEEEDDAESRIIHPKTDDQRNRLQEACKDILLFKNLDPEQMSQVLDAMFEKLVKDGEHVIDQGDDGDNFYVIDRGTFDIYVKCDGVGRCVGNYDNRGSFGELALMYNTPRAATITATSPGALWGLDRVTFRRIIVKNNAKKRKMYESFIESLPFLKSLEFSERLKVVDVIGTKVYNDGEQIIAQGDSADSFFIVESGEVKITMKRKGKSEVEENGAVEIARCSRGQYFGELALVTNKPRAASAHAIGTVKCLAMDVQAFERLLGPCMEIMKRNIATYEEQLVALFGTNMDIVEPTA
# CDK5 p35 inh = blocks human CDK5/p35 kinase activity; Q00535+Q15078; Recombinant CDK5/p35, ADP-Glo luminescence, 60 min; inhibition, % at 10 µM; 0.01% of 330,000 active; AID 488839;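 active = highest replicate inhibition of at least 50% and at least 75% of replicates reaching 50%; inconclusive = only one of the two criteria met; inactive = both criteria failed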;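 also: plate controls were DMSO neutral control for no effect and GW8510 at 10 µM for full effect; many of its hits are not listed in these tables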
# AddAB inh = less growth of phage-infected E. coli with AddAB. E. coli expressing H. pylori AddAB, absorbance growth. inhibition, % at 11.9 µM. 0.29% of 330,000 active. AID 435030; in the data active = inhibition above about 12%;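 also: 0% = vehicle wells of infected cells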
# HTR5A ag ctr = HTR5A agonism, opioid heterodimer counter-screen | HTR5A agonist assay, luminescence, cell-based | activation, % at 9.3 µM | 0.61% of 340,000 active; in the data active = activation mostly above about 9.5%, no sharp cut-off; inactive = mostly below about 7.6%;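 also: 0% = cells with vehicle only and 100% = reference agonist; strong numbers were not always called active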
# HTR5A inv ag = HTR5A inverse agonism, opioid heterodimer counter-screen; HTR5A cell line, luminescence; 0.083% of 340,000 active; inhibition, % at 9.3 µM; in the data active = inhibition mostly above about 23%, no sharp cut-off; inactive = mostly below about 18%;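 also: 0% = cells with DMSO and 100% = no-cell wells with DMSO; some compounds called inactive have numbers as strong as hits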
# Numbers without * were called inactive; ? = inconclusive; . = no result given.
# Second line of a record – phage Ecoli inh, Tat export inh, PKA-R1A act, E coli growth, DAGLB inhibitor, Mot1-301 SUMO, PKA-R2B act, CDK5 p35 inh, AddAB inh, HTR5A ag ctr, HTR5A inv ag
O=C(CC1CCCC1)Nc1ccc(Br)cc1
 : 3.8, 2, 11, 0.8, -4, 14, -4, -0.1, 3.6, -1, -3
Cn1c(SCC(=O)Nc2ccc(C(N)=O)cc2)nnc1-c1cccs1
 : -0.5, 7, -17, 3.6, -2, -16, -11, -2.1, 3.7, 2, -9
CCNc1nc(NC(C)(C)C)nc(SC(C(C)=O)C(C)=O)n1
 : 2.0, -5, -4, -0.8, 0, -12, 6, -0.4, -1.0, 0, 8
COc1cccc(NC(=O)c2ccc(N3C(=O)C4CC=C(C)CC4C3=O)cc2)c1 (stereo not drawn)
 : -1.3, 3, -6, 0.5, -5, 8, 0, 0.8, -0.8, -1, 4
CC1(C)COC(/C=C/c2cccc([N+](=O)[O-])c2)=N1
 : 1.7, -7, 8, 0.8, 1, -6, 7, -0.5, 4.3, -1, 2
COc1ccc(NC2=NCC(=O)N2Cc2cccs2)cc1
 : 0.3, 0, -8, 1.6, -1, 17, -4, 1.2, 0.9, -2, 7
Cc1ccc(NC(=O)CN(C)S(=O)(=O)c2cccc3cccnc23)c(C)c1
 : 0.5, -2, 3, -1.0, 0, 67, 9, 1.2, 3.2, -3, 7
COc1ccc(-c2nc(CS(=O)CC(=O)NCc3ccc(Cl)cc3)c(C)o2)cc1 (stereo not drawn)
 : 3.9, -3, -7, -4.9, 0, 7, 2, 0.1, 0.0, 2, -6
COc1ccc(-c2cc(C(=O)NCC(c3ccccc3)N(C)C)c3ccccc3n2)cc1OC (stereo not drawn)
 : 3.8, -2, -1, -1.1, -1, 522, -11, 2.4, -1.7, 1, -3
COc1cc(/C=N/OCC(=O)Nc2ccc(OC(F)F)cc2)ccc1OCc1ccccc1
 : 1.3, 6, 12, -0.9, -10, -6, -12, -0.3, 2.3, -9, 22
CCOC(=O)Cc1ccc(NC(=O)c2ccccc2Br)cc1
 : 0.3, -5, -4, 2.3, -2, -8, 2, 0.3, 3.5, 3, -14
CCN(C(C)=O)c1cccc2ccccc12
 : ., -10, -1, 0.1, 0, -10, -9, -0.2, 5.5, 3, 19
COc1ccc(S(=O)(=O)N(C)C)cc1NC(=O)[C@H](Cc1ccccc1)N1C(=O)c2ccccc2C1=O
 : 2.4, 10, 8, -0.3, 0, 161, 0, -1.2, 2.4, 0, 0
O=C(CN1CCN(C(=O)c2ccccc2)CC1)Nc1ccc(Cl)cc1F
 : 0.8, -1, -4, -0.3, -2, 6, -3, 0.3, 0.8, -6, -12
O=CC1=C(N2CCOCC2)/C(=C\c2ccccc2)CC1
 : 3.0, 19, -4, 0.9, 1, -27, -5, 0.2, 0.0, 3, -11
Cc1ccc(CNCC(O)(c2ccccc2)c2ccc(F)cc2)cc1 (stereo not drawn)
 : 3.4, -4, 5, -1.5, -6, -36, 0, -0.2, -1.0, 6, 4
CCC(c1nnnn1CCOC)N1CCN(Cc2ccccc2OC)CC1 (stereo not drawn)
 : 0.9, -9, 9, -1.8, -1, 21, -4, 0.3, 2.5, -1, 4
Cc1ccc(CNC(=O)Cn2c(=O)n(-c3ccccc3)c(=O)c3sccc32)cc1
 : -2.5, 5, 2, -1.6, 1, 108, -2, 0.6, -1.8, 6, -17
Oc1ccc(Br)cc1C1Nc2ccccc2S1 (stereo not drawn)
 : -1.3, -2, -1, -1.1, -14, 0, 5, -0.3, -1.1, -3, 10
COc1cc(C(=O)OCc2ccccc2C#N)ccc1OCC(=O)N1CCOCC1
 : 2.9, 6, -11, 0.3, -2, -1, -6, -0.9, -0.6, 0, 2
O=C(NC1CCCCC1)c1ccc(-c2ccccc2)cc1
 : 5.3, -1, -2, 1.9, 0, 10, -1, 0.0, 1.5, 0, 6
Cc1ccc(C2(C)NC(=O)N(CC(=O)Nc3ccc(N4CCOCC4)cc3N3CCOCC3)C2=O)cc1 (stereo not drawn)
 : 1.5, -5, 4, 1.1, -6, -3, 6, 0.3, -0.3, -5, 14
CCOC(=O)c1[nH]ncc1CN1CCC(Cc2cccc(OC)c2)(C(=O)OCC)CC1
 : 3.2, -4, 3, 1.0, -1, 165, 3, -3.3, 1.1, 1, -5
CCCN(CC(=O)Nc1ccccc1OC)C(=O)CSc1nc(C)cc(C)n1
 : 2.5, -12, 10, -0.4, 0, 81, 3, 1.0, -1.0, -4, -1
CCOc1cccc(C2C(C(=O)c3ccc(C)o3)=C(O)C(=O)N2CCCn2ccnc2)c1 (stereo not drawn)
 : -0.3, -2, -3, -2.1, 0, 5, -4, -1.3, -2.3, -5, -20
CC1CCc2nc(NCCO)nc(C(F)(F)F)c2C1 (stereo not drawn)
 : -0.9, -3, -6, -0.9, 0, 9, 2, -1.3, 1.3, 4, -11
O=C(N/N=C/c1cccnc1)/C(=C\c1cccs1)NC(=O)c1ccccc1
 : 2.2, -16, 13, -3.1, -1, 8, -3, -0.4, 2.3, 5, -18
Cn1c(SCC(=O)N2CCc3ccccc32)nnc1C1CC1
 : 3.3, -2, 8, 0.7, -1, 239, -7, 0.6, 1.1, -3, 5
Cc1cc(N2C(=O)C3C4CC(C(Br)C4Br)C3C2=O)no1 (stereo not drawn)
 : 3.2, -5, 3, 1.3, 0, -11, -16, -2.2, 0.8, 0, -9
CCOC(=O)N1CCN(C(=O)c2cccc(NC3=NC4CS(=O)(=O)CC4S3)c2)CC1 (stereo not drawn)
 : -1.3, 2, -3, 0.9, 0, 16, 3, -0.9, 0.3, 5, 23
C=CCCC(=O)N1CCC(n2nccc2NC(=O)c2ccc(OC)cc2)CC1
 : 4.9, 7, 9, 0.1, -1, 4, 3, -0.2, -1.6, -2, -5
Cc1ccc(C(=O)N2CCN(c3ccc(Cl)cc3)CC2)cc1
 : 2.3, 2, 2, -0.9, -10, -3, -11, 1.0, -0.8, 5, -8
O=C(COC(=O)C1CCC(=O)N1)Nc1ccc(Br)cc1 (stereo not drawn)
 : 5.0, -1, -3, 0.3, 1, 8, -12, 1.0, -1.0, 0, -1
CC1(C)COC(c2cccn2Cc2ccc(F)cc2Cl)=N1
 : 4.5, -1, 1, -1.5, -6, 393, -1, -2.9, -0.6, 0, 13
CCOC(=O)C1=CN(Cc2cccc(F)c2)S(=O)(=O)N(CC)C1c1cccc(OC)c1 (stereo not drawn)
 : 1.8, 9, -8, -2.7, -4, ., -6, -3.0, -1.9, -2, 9
Cn1cnc([N+](=O)[O-])c1S(=O)(=O)c1cccc(Cl)c1
 : 3.0, -10, -9, -1.0, -6, 15, 6, 1.0, 2.5, -3, 16
COc1ccc(/C=C(\C#N)C(=O)Nc2cccc(C)n2)cc1
 : 2.5, -2, -4, 0.0, 1, 7, 4, 0.0, -0.2, 3, -10
CC1CN(C(=O)Nc2cccc(C(F)(F)F)c2)CC(C)O1 (stereo not drawn)
 : 5.4, -4, 5, -2.8, -3, 4, -5, 0.2, -1.9, 3, -8
Cc1nc(C(=O)NCC(=O)c2ccccc2)c(C(F)(F)F)o1
 : 2.2, -1, -1, -1.5, 0, -2, -4, -0.7, 0.9, 3, -22
Cn1c(=O)n(C)c2cc(/C=N/NC(=O)c3cc4cc(Br)ccc4o3)ccc21
 : 1.4, 2, -12, -0.3, 1, -18, -2, 0.2, -0.5, 6, -6
COCCCNC(=S)Nc1ccc(C)cc1
 : 3.5, 5, -8, -2.4, 1, 3, 9, 0.1, -0.1, 3, 5
CCCCN(C(=O)CN(C)CC(=O)Nc1cccc(OC)c1)c1c(N)n(CCCC)c(=O)[nH]c1=O
 : 1.9, -10, 6, 1.0, 2, -9, 1, -0.9, 1.5, -2, 6
Cc1ccc2nc3c(cc(S(=O)(=O)c4ccccc4)c(=N)n3Cc3ccco3)c(=O)n2c1
 : 1.9, 3, -4, 1.8, 5, -5, 3, 2.1, 0.2, 0, 1
Cc1ccc(S(=O)(=O)CC(=O)N2CCN(c3cccc(C(F)(F)F)c3)CC2)cc1
 : 1.7, 7, -6, -1.8, 3, -3, -7, -1.1, 1.8, -4, -11
Cc1ccc(NC(=O)c2cccc(F)c2)cc1S(=O)(=O)N1CCCCCC1
 : 3.9, -2, -1, 2.3, -9, 21, -2, -0.4, 2.8, 3, -8
Cc1nn(CC(=O)NNC(=O)c2cccc(Br)c2)c(C)c1[N+](=O)[O-]
 : 1.2, ?, -14, 1.7, 1, -4, 2, -1.6, 1.5, 0, -11
Cc1cc(C(=O)OCC(=O)NCc2ccco2)c(C)n1-c1ccccc1
 : 1.4, -6, -4, 0.8, -2, -4, -7, 1.0, 5.3, -1, -15
COCCN(C(=O)COC(=O)/C=C/c1cccs1)c1c(N)n(Cc2ccccc2)c(=O)[nH]c1=O
 : 4.7, -2, 6, -0.1, -1, 162, 23*, -0.4, -0.9, -1, 4
Fc1ccccc1N1CCN(Cc2cnc(Cl)s2)CC1
 : 1.8, 5, 5, 3.1, -17, 39, 2, -5.0, 1.4, -3, -6
O=[N+]([O-])c1cc(CS(=O)(=O)Oc2ccc(Cl)cc2)c(O)c([N+](=O)[O-])c1
 : -0.5, -3, -1, 1.0, 0, -1, -3, 0.3, 2.8, -7, 17
Cc1cccc(NC2=CC(=O)OC(C)C2)c1 (stereo not drawn)
 : 2.9, 3, -11, 3.0, -1, 13, 7, 1.4, 2.2, 6, -14
COC(=O)[C@@]1(Cc2ccc(F)cc2)[C@@H]2[C@@H](CC(=O)[C@H]2CC(=O)C(=O)N(C)C)CN1C(=O)c1ccccc1
 : ., 3, -3, -0.8, 0, 7, 4, -0.8, 2.3, 8, 6
COc1ccc(C)cc1NC(=S)NC(C)c1ccc(OC)c(OC)c1 (stereo not drawn)
 : 2.2, 7, 2, 5.0, -1, -8, -2, 2.4, 3.2, -4, 2
Cc1nn(C)cc1S(=O)(=O)Nc1ccc(C(F)(F)F)cc1
 : 0.0, 7, -12, -2.7, -1, -15, -5, 1.9, -1.1, -13, 34
C=C(C)COc1ccc(-c2[nH]ncc2-c2ccc(Br)cc2)c(O)c1
 : 4.0, 10, -13, 0.8, -1, -6, -4, -0.4, 2.1, 2, -1
CN(C)S(=O)(=O)N1CCN(S(=O)(=O)N(C)C)CC1
 : 3.0, 11, 1, -2.6, -2, 83, -13, -0.9, -0.7, 4, -3
O=C(NCCN1C(=O)C2C3C=CC(C3)C2C1=O)N1CCCCC1 (stereo not drawn)
 : 0.6, -9, -10, 1.2, -2, 128, -5, -1.2, 2.5, 3, -9
COC(=O)[C@@H](c1ccccc1)N(C)S(=O)(=O)c1cccc(S(=O)(=O)N(C)[C@@H](C(=O)OC)c2ccccc2)c1
 : 1.7, 4, -4, -3.7, -21, -8, -18, -4.2, 3.1, 3, -8
Nc1nc2nc(-c3ccccc3)cc(C(F)(F)F)c2s1
 : -1.0, 7, -8, 0.1, 0, 41, -12, 0.9, 2.5, -3, 9
COc1ccccc1N1CC(C(=O)Nc2nnc(SCC(=O)NC(C)C)s2)CC1=O (stereo not drawn)
 : -2.0, -8, 24*, 2.6, -3, -10, 4, 0.4, 0.1, -1, 1
CCn1c(C(C)NC(=O)c2cccs2)n[nH]c1=S (stereo not drawn)
 : 4.0, -3, -8, 2.2, 1, -4, -7, -0.6, 2.8, 8, -21
